Eya2 inh: inhibitors of human Eya2 phosphatase activity | O00167 | recombinant Eya2, OMFP fluorescence dephosphorylation (OMFP is methylfluorescein phosphate) | 330,000 tested, 0.006% active | AID 488837 | Potency, µM (top dose mostly 76.9 µM), without a hit: top-dose activity, negative = inhibition, most hits filed as inhibitors; further: potency means the concentration at half of the fitted maximal effect; on the % scale 0 is the no-effect control and ±100 the full control effect
Target sequence (O00167 whole entry, looked up): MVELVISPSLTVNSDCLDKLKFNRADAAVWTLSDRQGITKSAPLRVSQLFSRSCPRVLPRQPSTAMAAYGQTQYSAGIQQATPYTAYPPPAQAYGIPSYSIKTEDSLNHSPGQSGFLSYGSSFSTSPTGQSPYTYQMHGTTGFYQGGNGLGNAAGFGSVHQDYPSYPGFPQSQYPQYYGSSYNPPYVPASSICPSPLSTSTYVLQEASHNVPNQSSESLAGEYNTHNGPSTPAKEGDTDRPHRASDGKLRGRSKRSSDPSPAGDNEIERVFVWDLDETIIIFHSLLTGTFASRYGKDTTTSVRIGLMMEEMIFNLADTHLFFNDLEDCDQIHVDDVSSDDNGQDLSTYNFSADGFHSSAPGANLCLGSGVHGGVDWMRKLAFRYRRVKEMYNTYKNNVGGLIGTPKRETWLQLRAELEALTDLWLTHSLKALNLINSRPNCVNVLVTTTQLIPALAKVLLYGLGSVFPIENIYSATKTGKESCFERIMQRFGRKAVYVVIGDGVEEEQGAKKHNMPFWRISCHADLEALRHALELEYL
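Eya2 (0.2 uM) preincubated 10 min at ambient with compound, then OMFP substrate added at 50 uM; 10 min reaction in 50 mM HEPES pH 7.5, 50 mM NaCl, 5 uM MgCl2, 0.05% BSA, 1 mM DTT. Fluorescence read at Ex 485/Em 525 nm.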
TCR activator: T cell receptor activation | primary human leukocytes, anti-CD3, IL-2 HTRF, 48 h | Potency, µM (doses to about 9.22 µM), for inactives: at the top dose activation of IL-2 secretion, hits mostly activators | 330,000 tested, under 10 active; further: % of control where 0% means no effect
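Compounds are tested in HTS on primary human leukocytes co-incubated with a-CD3 beads for 48 hr. IL-2 output is measured by time-resolved FRET.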
Chronic BCR inh: blocks chronic active B-cell receptor signaling. ABC-DLBCL IkBa-CBG/CBR reporter, luminescence ratio, 4 h. Potency, µM (series often up to 46.1 µM), without a hit: top-dose ratio change, negative = lower green/red ratio, most hits filed as inhibitors. 340,000 tested, 0.05% active. AID 493014; active means well fitted inhibition curve with a large enough effect in the signal ratio, with a control signal flat, not every such curve was filed as active; inconclusive means small, poorly fitted or top-dose-only effect, or effect the other way, or a change in a side signal; the % refers to the signal ratio;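 further: potency means the concentration at half of the fitted maximal effect; plate controls were basal doxycycline-induced cells for no effect and cells given 10 µM MG132 for full effect; MG132 reads +100%, hits lower the ratio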
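Compounds up to 46 uM were incubated four hours with TMD8 cells whose green CBG68 luciferase is fused to IkappaBalpha; red CBR luminescence normalised the signal, and concentration-effect curves were fitted to fusion, red and ratio data.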
Mito fusion act: mitochondrial division inhibition or fusion activation; AID 485298; 320,000 tested, 0.23% active; Potency, µM (highest dose often 46.1 µM), for inactives: top-dose growth rescue (activation), hits mostly activators; S. cerevisiae fusion-defective mutant growth rescue, CellTiterGlo 48 h;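 further: potency means the concentration at half of the fitted maximal effect; % of control where 0% means no effect; nearly all actives have a fitted effect of over 45% in size; temperature-sensitive fusion mutants such as fzo1-1 at 37 °C on non-fermentable ethanol glycerol medium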
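Luminescent cell viability in 1536-well qHTS format served as the measure of rescued growth in ts fusion-mutant S. cerevisiae cultured on non-fermentable YPEG for 48 hours at 37C.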
B2AR arrestin: recruits beta-arrestin to the human beta2-adrenergic receptor; AID 492947; Potency, µM (highest dose often 46.1 µM), inactives show top-dose activation, usual class: activators; 330,000 tested, 0.02% active; P07550; beta-arrestin recruitment to beta2AR, cell-based reporter;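 further: potency means the concentration at half of the fitted maximal effect; 0% = DMSO controls and full agonism = EC100 isoproterenol or metaproterenol; nearly all actives have a fitted effect of over 65% in size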
Tb PFK block: T. brucei PFK enzyme inhibition | 330,000 tested, 0.17% active | T. brucei PFK, ADP-Glo luminescence | Potency, µM (doses to about 57.5 µM), inactives show at the highest dose activity, negative = inhibition, most hits filed as inhibitors | O15648;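 further: potency means the concentration at half of the fitted maximal effect; 0% = uninhibited 1x PFK enzyme wells and -100% = no-enzyme wells; nearly all actives have a fitted effect of over 60% in size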
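Luminescent ADP detection (ADP-Glo, two-step: ATP depletion then ADP-to-ATP conversion for luciferase) reported PFK activity after 45 min room-temperature reaction of 1.25 nM enzyme with 0.5 mM F6P and 0.1 mM ATP at pH 8.0.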
PTAP TSG101 blk: blocks PTAP/TSG101 interaction to inhibit HIV-1 budding | AID 493005 | Potency, µM (highest dose often 115 µM), without a hit: top-dose activity change, negative = inhibition, actives largely listed as inhibitors | Q99816 | 340,000 tested, under 10 active | Fluorescence polarization, FITC-PTAP peptide / Tsg101 binding; active means well fitted inhibition curve with a large enough effect in the main read-out, with a control signal flat, not every such curve was filed as active; inconclusive means small, poorly fitted or top-dose-only effect, or effect the other way, or a change in a side signal; inactive means no such curve, though single readings can be large or run the other way; further: potency means the concentration at half of the fitted maximal effect; % of control where 0% means no effect
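Fluorescence anisotropy tracks displacement of a FITC-tagged PTAP peptide (50 nM) from the Tsg101 binding domain (10 uM), following a 20 min room-temperature incubation at pH 7.5.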
USP2a inh: USP2a (human) protease inhibition | 330,000 tested, 0.01% active | AID 463254 | O75604 | USP2 core, Ub-CHOP2 coupled fluorogenic reporter, 485/531 | Potency, µM (titrated, usually from 38.3 µM), for the others: at the top dose activity change, negative = inhibition, usual class: inhibitors;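 further: potency means the concentration at half of the fitted maximal effect; plate controls were DMSO wells for no effect and full inhibition by NEM control for full effect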
Target sequence (O75604 whole entry, looked up): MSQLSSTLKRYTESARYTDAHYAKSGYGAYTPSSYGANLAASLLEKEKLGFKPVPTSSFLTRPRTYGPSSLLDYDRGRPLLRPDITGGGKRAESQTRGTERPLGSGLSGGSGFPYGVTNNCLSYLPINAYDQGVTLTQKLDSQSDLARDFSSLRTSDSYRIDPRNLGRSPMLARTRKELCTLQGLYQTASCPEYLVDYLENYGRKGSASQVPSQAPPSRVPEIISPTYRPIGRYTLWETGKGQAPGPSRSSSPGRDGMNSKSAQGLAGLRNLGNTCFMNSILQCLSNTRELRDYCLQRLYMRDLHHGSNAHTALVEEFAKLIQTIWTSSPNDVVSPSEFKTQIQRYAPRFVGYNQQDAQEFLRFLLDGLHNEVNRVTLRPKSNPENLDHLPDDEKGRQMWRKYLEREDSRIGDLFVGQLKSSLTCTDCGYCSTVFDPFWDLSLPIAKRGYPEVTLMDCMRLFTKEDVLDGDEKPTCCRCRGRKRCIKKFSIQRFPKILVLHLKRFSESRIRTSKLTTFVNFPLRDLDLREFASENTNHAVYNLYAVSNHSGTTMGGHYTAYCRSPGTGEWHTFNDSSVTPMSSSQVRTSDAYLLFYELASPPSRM
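Cell-free coupled assay: 10nM USP2 core preincubated 30min RT with compound in Tris-HCl pH 8.0/CaCl2/CHAPS buffer, then 25nM Ub-CHOP2 and 25nM reporter substrate; fluorescence (Ex 485/Em 531) read after 60min RT, normalized to NEM inhibition, concentration-response curves fitted.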
TSHR antagonist: antagonists of human thyroid stimulating hormone receptor; AID 504810; activity change, negative = inhibition, % at 11.5 µM; TSHR-expressing cells, TSH-stimulated cAMP HTRF, 2 h; active compounds read low; P16473; 330,000 tested, 0.2% active;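 active means activity change below a set negative limit, meaning inhibition stronger than a set level, cut at about -70% in these data; inconclusive means activity change between two set negative limits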; further: on the % scale 0 is the no-effect control and ±100 the full control effect
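Antagonism was scored as loss of TSH-driven cAMP in TSHR cells, stimulated with 4nM TSH (EC80) for 2 hours at 37 deg C and detected by homogeneous HTRF competition immunoassay.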
uPA surface inh: inhibitors of cell surface uPA generation | 330,000 tested, 0.31% active | cell surface uPA generation assay, qHTS | Potency, µM (titrated, usually from 38.3 µM), for the others: top-dose activity change, negative = inhibition, most hits filed as inhibitors; active means well fitted inhibition curve with a large enough effect; inconclusive means small, poorly fitted or top-dose-only effect; inactive means no such curve, though single readings can be large or run the other way; tested in mouse RAW 264.7 cells; further: potency means the concentration at half of the fitted maximal effect; on the % scale 0 is the no-effect control and ±100 the full control effect; nearly all actives have a fitted effect of over 55% in size
ELG1 DNA repair: inhibitors of ELG1-dependent DNA repair in HEK293T cells | HEK293T ELG1-luciferase reporter, luminescence, 16 h; DNA damage induced by 5-fluorouridine | Potency, µM (titrated, usually from 46.1 µM), inactives show at the highest dose activity change, negative = inhibition, hits mostly inhibitors | 330,000 tested, 2.3% active; further: potency means the concentration at half of the fitted maximal effect; on the % scale 0 is the no-effect control and ±100 the full control effect; nearly all actives have a fitted effect of over 55% in size
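In this reporter screen, reduction of luminescence relative to DMSO vehicle indicated activity. Compounds and 5-fluorouridine were added together to 2,000 cells per well, incubated for 16 hr at 37 °C, then developed with ONE-Glo.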
* = called active by the depositor; [ ] = another dose, or the depositor's remark. Unless noted, the call rests on the fitted dose curve; in most records, active means well fitted curve in the direction sought with a large enough effect; inconclusive means small, poorly fitted or top-dose-only effect, or another doubt; inactive means no such curve, though single readings can be large; an effect the other way counts as inactive or inconclusive. The order is random, and some 3% of all compounds hit somewhere here.

For CC[C@@]1(C(=O)OC)N[C@H](CN(C)S(=O)(=O)c2ccccc2)[C@@H]2C(=O)N(Cc3ccccc3)C(=O)[C@@H]21 the results were Eya2 inh 6%, TCR activator -12%, Chronic BCR inh 0%, B2AR arrestin -1.7%, Tb PFK block 1%, PTAP TSG101 blk -2%, USP2a inh 4%, TSHR antagonist -5, uPA surface inh 7% and ELG1 DNA repair 2%.
`Cc1cc(C(=O)NC2CCCc3c2cnn3-c2ccc(C(C)(C)C)cc2)n[nH]1` (configuration not stated) gave Eya2 inh 4%, TCR activator 0%, Chronic BCR inh -14%, Mito fusion act 24%, B2AR arrestin -0.7%, Tb PFK block 2%, PTAP TSG101 blk -3%, USP2a inh 0%, TSHR antagonist 12, uPA surface inh inconclusive and ELG1 DNA repair inconclusive.
Screening CC(C)(C)NC(=O)NC(=O)CSc1nnc(-c2ccccc2F)n1N returned Eya2 inh 12%, TCR activator -128%, Chronic BCR inh inconclusive, Mito fusion act -3%, B2AR arrestin -0.2%, Tb PFK block 4%, PTAP TSG101 blk -2%, USP2a inh 6%, TSHR antagonist 4, uPA surface inh 10% and ELG1 DNA repair 0%.
Screening CCOc1ccc(-c2c(C(=O)N/N=C/c3ccc(C)s3)nnn2-c2nonc2N)cc1 returned Eya2 inh 12%, TCR activator 3%, Chronic BCR inh 23%, Mito fusion act -1%, B2AR arrestin 0.2%, Tb PFK block -2%, PTAP TSG101 blk -4%, USP2a inh -11%, TSHR antagonist 5, uPA surface inh 3% and ELG1 DNA repair -24%.
Screening COc1ccc(Cl)cc1NC(=O)CN(C)C(=O)c1n[nH]c2ccccc12 returned Eya2 inh -5%, TCR activator 0%, Chronic BCR inh inconclusive, Mito fusion act -1%, B2AR arrestin 0.2%, Tb PFK block -9%, PTAP TSG101 blk -3%, USP2a inh -1%, TSHR antagonist 4, uPA surface inh -1% and ELG1 DNA repair 8.2µM*.
For O=C(CCCOc1ccccc1)Nc1ccc(S(=O)(=O)N2CCOCC2)cc1 the results were Eya2 inh -3%, TCR activator -3%, Chronic BCR inh 5%, Mito fusion act 1%, B2AR arrestin 0.1%, Tb PFK block -2%, PTAP TSG101 blk -2%, USP2a inh 1%, TSHR antagonist -7, uPA surface inh -1% and ELG1 DNA repair -1%.
For O=C1CSC(c2ccccn2)N1c1ccccc1 (configuration not stated) the results were Eya2 inh 7%, Chronic BCR inh inconclusive, Mito fusion act -2%, B2AR arrestin 0.4%, Tb PFK block 0%, USP2a inh 2%, TSHR antagonist 14, uPA surface inh -16% and ELG1 DNA repair -12%.
N#Cc1nc(Cc2ccccc2)oc1NCCc1ccccc1 was read as Eya2 inh -21%, TCR activator -2%, Chronic BCR inh inconclusive, Mito fusion act inconclusive, B2AR arrestin 0.5%, Tb PFK block -1%, PTAP TSG101 blk -18%, USP2a inh -7%, TSHR antagonist -15, uPA surface inh -4% and ELG1 DNA repair inconclusive.
Screening CS(=O)(=O)N(Cc1ccccc1)c1ccccc1C(=O)Nc1ccccc1C(=O)NCc1ccco1 returned Eya2 inh 8%, TCR activator 6%, Chronic BCR inh inconclusive, Mito fusion act 1%, B2AR arrestin -0.2%, Tb PFK block 1%, PTAP TSG101 blk -2%, USP2a inh 1%, TSHR antagonist -3 and ELG1 DNA repair -16%.
For Cc1ccnc(NC(=O)Cn2ccc([N+](=O)[O-])n2)c1 the results were Eya2 inh -4%, TCR activator -5%[46.1 µM], Chronic BCR inh -8%, Mito fusion act -3%, B2AR arrestin -0.4%, Tb PFK block -4%, PTAP TSG101 blk -3%, USP2a inh -3%, TSHR antagonist -5, uPA surface inh 6% and ELG1 DNA repair 2%.
`O=C(NCCc1nnc2ccc(N3CCCCCC3)nn12)c1ccccc1` gave Eya2 inh -2%, TCR activator 0%, Chronic BCR inh 7%, Mito fusion act -4%, B2AR arrestin -0.9%, Tb PFK block -3%, PTAP TSG101 blk -4%, USP2a inh 2%, TSHR antagonist 13, uPA surface inh 16% and ELG1 DNA repair inconclusive.
`CC(OC(=O)Cc1c[nH]c2ccccc12)C(=O)Nc1ccccc1[N+](=O)[O-]` (configuration not stated) gave Eya2 inh 18%, TCR activator 13%, Chronic BCR inh -18%, Mito fusion act inconclusive, B2AR arrestin -0.1%, Tb PFK block -6%, PTAP TSG101 blk -3%, USP2a inh -15%, TSHR antagonist -47, uPA surface inh 2% and ELG1 DNA repair 13%.
`O=C1NC(=Nc2ccccc2)S/C1=C\C=C\c1ccco1` gave Eya2 inh 1%, TCR activator -7%[46.1 µM], Chronic BCR inh 11%, Mito fusion act 8%, B2AR arrestin 3.4%, Tb PFK block 7.6µM*, PTAP TSG101 blk -1%, USP2a inh 5.6µM*, TSHR antagonist 1, uPA surface inh -7% and ELG1 DNA repair inconclusive.
For Cc1nc(OCC(C)C)c2sc3nc4c(cc3c2n1)COC(C)(C)C4 the results were Eya2 inh 10%, TCR activator 1%, Chronic BCR inh 4%, Mito fusion act 4%, B2AR arrestin 4.6%, Tb PFK block 1%, PTAP TSG101 blk -4%, USP2a inh 0%, TSHR antagonist -4, uPA surface inh 0% and ELG1 DNA repair inconclusive.
`COc1cc(/C=C/C(=O)OCC(=O)N2CC3(C)CC2CC(C)(C)C3)ccc1O` (configuration not stated) gave Eya2 inh 7%, TCR activator 1%[46.1 µM], Chronic BCR inh 1%, Mito fusion act 11%, B2AR arrestin -0.2%, Tb PFK block 4%, PTAP TSG101 blk 0%, USP2a inh 3%, TSHR antagonist -2, uPA surface inh -11% and ELG1 DNA repair -19%.
For CCc1ccc(NC(=O)CN2C(=O)CSC2=O)cc1 the results were Eya2 inh 3%, TCR activator 1%[46.1 µM], Chronic BCR inh 8%, Mito fusion act 0%, B2AR arrestin -0.7%, Tb PFK block 3%, PTAP TSG101 blk -1%, USP2a inh 1%, TSHR antagonist -9, uPA surface inh -6% and ELG1 DNA repair inconclusive.
`O=C(Nc1nc2ccc(F)cc2s1)C1=NN(c2ccccc2)C(=O)CC1` gave Eya2 inh -14%, TCR activator 10%[46.1 µM], Chronic BCR inh inconclusive, Mito fusion act 12%, B2AR arrestin -0.2%, Tb PFK block 1%, PTAP TSG101 blk -2%, USP2a inh 0%, TSHR antagonist 2, uPA surface inh inconclusive and ELG1 DNA repair inconclusive.
CCOC(=O)C1(Cc2cccc(OC)c2)CCCN(C(=O)c2ccc(OC)o2)C1 (configuration not stated) was read as Eya2 inh -7%, TCR activator -8%, Chronic BCR inh 14%, Mito fusion act 7%, B2AR arrestin 0.0%, Tb PFK block -4%, PTAP TSG101 blk -5%, USP2a inh 4%, TSHR antagonist -24, uPA surface inh 1% and ELG1 DNA repair inconclusive.
Screening COc1ccccc1CCC(=O)NC1CCCN(c2ccc(C(F)(F)F)cn2)C1 (configuration not stated) returned Eya2 inh 2%, TCR activator 5%, Chronic BCR inh -3%, Mito fusion act -2%, B2AR arrestin -0.3%, Tb PFK block 2%, PTAP TSG101 blk -4%, USP2a inh -2%, TSHR antagonist -7, uPA surface inh -1% and ELG1 DNA repair -5%.
`CCc1nnc(NC(=O)CCC(=O)N2CCCC2)s1` gave Eya2 inh -13%, TCR activator -4%, Chronic BCR inh 1%, Mito fusion act 0%, B2AR arrestin -0.2%, Tb PFK block 4%, PTAP TSG101 blk -1%, USP2a inh 1%, TSHR antagonist 10, uPA surface inh 7% and ELG1 DNA repair 0%.
Screening Nc1nonc1-n1nnc(C(=O)N/N=C/c2ccccc2Br)c1CN1CCCC1 returned Eya2 inh -1%, TCR activator 5%, Chronic BCR inh 3%, Mito fusion act -4%, B2AR arrestin -0.1%, Tb PFK block 0%, PTAP TSG101 blk -9%, USP2a inh -1%, TSHR antagonist 8, uPA surface inh 0% and ELG1 DNA repair -7%.
Cc1ccc(C)c(OCC(=O)NNC(=O)C2CC2)c1 was read as Eya2 inh -1%, TCR activator -3%, Chronic BCR inh -5%, Mito fusion act 0%, B2AR arrestin 0.3%, Tb PFK block 1%, PTAP TSG101 blk -2%, USP2a inh 1%, TSHR antagonist -4, uPA surface inh -1% and ELG1 DNA repair -7%.
`COc1ccc(C(=O)C2CCCN(Cc3cc(Cl)ccc3O)C2)c(OC)c1` (configuration not stated) gave Eya2 inh 7%, TCR activator 11%, Chronic BCR inh inconclusive, Mito fusion act 0%, B2AR arrestin 1.7%, Tb PFK block 4%, PTAP TSG101 blk -6%, USP2a inh -12%, TSHR antagonist 38, uPA surface inh -8% and ELG1 DNA repair inconclusive.

Screens deposited in PubChem BioAssay by National Center for Advancing Translational Sciences (NCATS).
